# KDM5B inh: inhibitors of human KDM5B histone demethylase; KDM5B demethylase, FDH-coupled NADH fluorescence (FDH is formaldehyde dehydrogenase); Potency, µM (highest dose often 57.7 µM), for the others: at the highest dose activity change, negative = inhibition, actives largely listed as inhibitors; 220,000 tested, 2.6% active; active = well fitted inhibition curve with a large enough effect; inconclusive = small, poorly fitted or top-dose-only effect; inactive = no such curve, though single readings can be large or run the other way; also: 0% is about no effect; nearly all actives have a fitted effect of over 70% in size
# Target sequence (Q9UGL1 whole entry, looked up): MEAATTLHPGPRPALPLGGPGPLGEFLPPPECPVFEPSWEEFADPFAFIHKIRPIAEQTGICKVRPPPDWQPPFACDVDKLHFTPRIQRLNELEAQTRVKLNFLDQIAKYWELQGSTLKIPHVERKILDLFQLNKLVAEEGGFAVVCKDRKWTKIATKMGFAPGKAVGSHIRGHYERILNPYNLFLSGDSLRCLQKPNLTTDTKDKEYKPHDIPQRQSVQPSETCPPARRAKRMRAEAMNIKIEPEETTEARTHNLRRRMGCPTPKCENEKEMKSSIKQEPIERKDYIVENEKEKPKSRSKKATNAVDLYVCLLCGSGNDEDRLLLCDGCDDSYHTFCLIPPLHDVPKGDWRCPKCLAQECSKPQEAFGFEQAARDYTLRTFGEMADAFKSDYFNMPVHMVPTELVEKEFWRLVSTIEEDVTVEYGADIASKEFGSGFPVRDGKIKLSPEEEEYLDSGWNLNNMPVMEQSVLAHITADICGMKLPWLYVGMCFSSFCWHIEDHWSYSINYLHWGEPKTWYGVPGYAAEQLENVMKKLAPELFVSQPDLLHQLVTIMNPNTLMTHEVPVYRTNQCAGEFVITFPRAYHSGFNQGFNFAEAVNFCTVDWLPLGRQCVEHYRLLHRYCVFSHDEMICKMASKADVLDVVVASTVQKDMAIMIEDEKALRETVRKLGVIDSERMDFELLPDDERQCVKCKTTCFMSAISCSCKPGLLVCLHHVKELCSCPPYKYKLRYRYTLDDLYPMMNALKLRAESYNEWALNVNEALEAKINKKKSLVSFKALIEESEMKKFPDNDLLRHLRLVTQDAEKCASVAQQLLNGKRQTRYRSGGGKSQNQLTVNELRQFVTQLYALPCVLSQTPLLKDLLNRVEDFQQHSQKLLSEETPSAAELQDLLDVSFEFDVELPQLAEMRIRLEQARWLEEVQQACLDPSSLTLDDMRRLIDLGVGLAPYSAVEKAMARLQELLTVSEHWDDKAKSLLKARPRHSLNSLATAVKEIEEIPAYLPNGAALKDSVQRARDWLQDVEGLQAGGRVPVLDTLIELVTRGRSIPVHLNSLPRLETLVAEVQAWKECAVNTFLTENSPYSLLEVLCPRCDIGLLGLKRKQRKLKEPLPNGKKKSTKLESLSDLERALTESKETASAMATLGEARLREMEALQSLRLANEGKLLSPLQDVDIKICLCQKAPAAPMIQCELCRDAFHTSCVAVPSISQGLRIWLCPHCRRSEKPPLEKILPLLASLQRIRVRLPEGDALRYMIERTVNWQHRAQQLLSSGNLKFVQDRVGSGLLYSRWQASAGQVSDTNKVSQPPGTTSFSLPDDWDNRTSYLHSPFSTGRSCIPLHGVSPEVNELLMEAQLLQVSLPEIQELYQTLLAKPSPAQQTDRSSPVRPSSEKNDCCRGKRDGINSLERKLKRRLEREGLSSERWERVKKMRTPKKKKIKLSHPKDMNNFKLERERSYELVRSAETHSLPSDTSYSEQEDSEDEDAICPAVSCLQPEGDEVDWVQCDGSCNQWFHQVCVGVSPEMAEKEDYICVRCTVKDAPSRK
#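 Coupled FDH/NAD⁺ fluorescence readout. KDM5BΔAP 200 nM final; compound titration, 10 min RT preincubation; substrate mix 12.5 µM H3K4me3, 25 µM 2-OG, 50 µM Fe(II), 100 µM ascorbate, 0.25 mM NAD⁺, 0.25 U/mL FDH; ΔRFU over 30 min.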
# * hit, by the source's call; i = inactive; ? = inconclusive; [ ] = another dose, or the depositor's remark. Potency is read from the fitted curve at half-maximal effect. A portion of the library (hit frequency here may not be typical).
smiles | KDM5B inh
CC(C)C[C@@H]1N[C@H](C(=O)N2CCC(CO)CC2)Cc2c[nH]c3cccc1c23 | -29%[86.2 µM]
CN(CC(=O)NCc1ccc(Cl)cc1)S(=O)(=O)c1ccc2c(c1)c(=O)n(C)c(=O)n2C | -9%
Cc1ccoc1C(=O)N1CC[C@@H](c2sccc2C)[C@H](O)C1 | 40%
COc1cccc(NC(=O)CN2C(=O)COc3ccc(S(=O)(=O)N4CCOCC4)cc32)c1 | 5%
COc1ccc2cc(C(=O)NCC3(N(C)C)CCCCCC3)[nH]c2c1 | ?
COc1ccc(CNC[C@H]2O[C@H](Cc3cc(-c4ccccc4)on3)CC[C@@H]2O)cc1 | 52%[activator][86.2 µM]
O=C(Nc1ccc(S(=O)(=O)N2CCC(c3nc4ccccc4s3)CC2)cc1)c1ccccc1 | 1%
COc1ccc2c(C)c(CCC(=O)Nc3nc4ccccc4[nH]3)c(=O)oc2c1C | 3%
Cc1nc(SCc2cn3cccc(C)c3n2)c2ccccc2n1 | 9%
CCCC(CCC)C(=O)Nc1cccc(-c2nc3cccnc3s2)c1 | -7%
COCCCNC(=O)C(NC(=O)c1cccc(C)c1)C1CCN(C(=O)c2ccc(C)cc2)CC1 (centres undefined) | -23%
CS(=O)(=O)Nc1ccccc1CNC(=O)C1CCC1 | 12%
Cc1cc(C)n(Cc2cc(C(=O)O)c3ccccc3n2)n1 | 4%
CCCCCn1nc(C(=O)N(CC)c2c(N)n(CCCC)c(=O)[nH]c2=O)c2ccccc2c1=O | 18%
O=C(Nc1cc2c(cc1C(=O)c1ccc(Br)cc1)OCCO2)c1cccc(F)c1 | -1%
COc1ccc(CCNc2ncnc3c2CN(c2ccc(Cl)cc2)C(=O)N(C)C3)cc1 | ?
CCC(=O)c1cc2c(cc1NC(=O)c1ccccc1F)OCCO2 | -50%
Cc1ccc(Cl)cc1NCc1nnc2n1CCCCC2 | 18%
CCCn1nc(C(=O)Nc2ccc(Cl)cc2)c2ccccc2c1=O | 21%
Cc1ccc(C(=O)O)cc1NC(=O)c1cccc(C(=O)Nc2cc(C(=O)O)ccc2C)c1 | -13%

# An excerpt taken from the entries so far:
smiles | KDM5B inh
O=C(Nc1cc2c(cc1C(=O)c1ccc(Br)cc1)OCCO2)c1cccc(F)c1 | -1%
COc1ccc(CCNc2ncnc3c2CN(c2ccc(Cl)cc2)C(=O)N(C)C3)cc1 | ?
CCC(=O)c1cc2c(cc1NC(=O)c1ccccc1F)OCCO2 | -50%
Cc1ccc(Cl)cc1NCc1nnc2n1CCCCC2 | 18%
CCCn1nc(C(=O)Nc2ccc(Cl)cc2)c2ccccc2c1=O | 21%
Cc1ccc(C(=O)O)cc1NC(=O)c1cccc(C(=O)Nc2cc(C(=O)O)ccc2C)c1 | -13%

# (listing goes on)
smiles | KDM5B inh
COc1ccc(CNC(=O)c2ccc3nc(CCc4ccccc4)oc3c2)cc1OC | -24%
CCOc1ccc(N(C)Cc2cc(=O)oc3ccc(OCC)cc23)cc1 | -21%
CCN1C(=O)C2CC3(CCN(C(=O)c4sc(C)nc4C)CC3)CN2C1=O (centres undefined) | 4%
Cc1ccc(NC(=O)CSc2n[nH]c(=O)c3cc(-c4ccco4)nn23)c(Br)c1 | ?
COc1ccc(-n2c(SCC(=O)N3CCc4ccccc43)nc3c([nH]c4ccccc43)c2=O)cc1 | -9%
COc1cc(F)c(S(=O)(=O)Nc2c(C)n(C)n(-c3ccccc3)c2=O)cc1OC | 8%
Cc1ccc(-n2cc(CNC(C)c3cnn(C)c3C)c(-c3ccc(F)cc3)n2)cc1 (centres undefined) | -13%
COCCN(C)C[C@@H]1CN(C(=O)c2c(-c3ccccc3)ccnc2C)C[C@@H]1CO | 31%[activator]
COC1CCOC2(CCN(C(=O)Nc3ccc4c(c3)OCCO4)CC2)C1 (centres undefined) | 2%
O=C1CN(Cc2cc3n(n2)CCCNC3)CCN1Cc1ccc2c(c1)OCO2 | -21%
O=C(c1cc(Cl)ccc1F)N1CCC(OC2CCN(Cc3ccccc3)CC2)CC1 | 5%
COC(=O)C1CCN(S(=O)(=O)c2ccc(N3CCCCS3(=O)=O)cc2)CC1 | -9%
Cc1noc(C2CC3(CCN(C(=O)CCC4CCCC4)CC3)CN2C)n1 (centres undefined) | -15%
CC(C)n1nc(C(=O)OCC(=O)Nc2ccccc2Cl)c2ccccc2c1=O | -18%
N#Cc1ccc(C(=O)N2CCCCCNC(=O)[C@@H]3CCC[C@@H]32)cc1 | 3%
CCCC(=O)NC1CCN(c2cc(C)cc(C)c2)C1=O (centres undefined) | -15%
CCCCOC(=O)/C=C\C(=O)NC(N)=O | -42%
CC(C)(C)CNC(=O)c1[nH]cnc1C(=O)NC1CCCC1 | 19%
CC(=O)Nc1ccc(NC(=O)c2ccccc2OCC2CCCO2)cc1Cl (centres undefined) | 10%
CCCOc1cccc(C(=O)Nc2cccc(NC(=O)c3ccc(Cl)cc3Cl)c2)c1 | -10%[11.5 µM]
COC(=O)CCC(=O)N1CCCC(CCc2c(F)cccc2F)C1 (centres undefined) | 22%
O=C(Nc1ccccc1C(F)(F)F)N1CCC(N2CCN(Cc3ccccn3)C(=O)C2=O)CC1 | 20%
COC(=O)c1ccccc1NC(=O)c1ccc(COc2ccccc2Cl)o1 | 2%
CCOc1ccccc1N1CCN(C(=O)CN2CC3CC(C2)[C@H]2CCCC(=O)N2C3)CC1 (some centres undefined) | -8%
CC(Oc1ccccc1)C(=O)N1CCC(n2cc(-c3nc(C(C)C)no3)nn2)C1 (centres undefined) | -19%
CN(Cc1ccccc1)S(=O)(=O)c1cc2c(cc1Cl)Oc1ccccc1NC2=O | 1%
Cc1sc(-c2ccco2)nc1C(=O)NC(c1ccccc1)c1nccn1C (centres undefined) | ?
Cc1cc(C)c(C(=O)N2CC(c3nc(CCN(C)C(=O)C4CC4)no3)C2)c(C)c1 | 45%[activator]
CCNC(=O)[C@@H]1C[C@@H](NC(=O)c2csc(C)c2CC)CN1C1CCCC1 | ?
CCOCC(=O)NCCc1noc(-c2ccccc2)n1 | -8%
Cc1ccc(CN2CC[C@@H]3CN(S(C)(=O)=O)[C@@H]3C2)c(C)c1 | -21%
COC(=O)[C@]12C[C@H](CC(=O)NCc3ccccc3)C(=O)N(CCC3=CCCCC3)C1=C[C@H](C(C)C)O[C@@H]2C1CC1 | -31%
CCOc1ccc(C(=O)c2cn(CC(=O)Nc3ccc(Cl)cc3)c3cc4c(cc3c2=O)OCCO4)cc1 | -22%
O=C(c1ccccc1Cl)N1CCN(c2cc(C(F)(F)F)ncn2)CC1 | -1%
COC(=O)CCNC(=O)C1c2ccccc2C(=O)N(Cc2ccco2)C12CCCCC2 (centres undefined) | 1%
Cc1nnc(NC(=O)C2CC(=O)N(c3n[nH]c4cc(Br)ccc34)C2)s1 (centres undefined) | 7%
CCCc1cc(=O)oc2cc(C)cc(OC(C)C(=O)O)c12 (centres undefined) | i
Cn1ccnc1CN(C1CC1)S(=O)(=O)c1cc(Cl)ccc1Cl | -17%
COc1cc2c(C(=O)N3CCN(c4cccc(Cl)c4)CC3)cn(C)c(=O)c2cc1OC | 5%
CCc1ccc(C(=O)N2C[C@@H](CO)[C@H](N(C)C)C2)cc1 | 30%
CC(Sc1ncc(C(F)(F)F)cc1Cl)C(N)=O (centres undefined) | 9%
COCCN1C(=O)[C@@H]2C[C@@H](CN2C(=O)c2cnccn2)Oc2ccccc21 | 6%[86.2 µM]
Cc1ccc(NC(=O)COC(=O)CCc2ccccc2)c(Cl)c1 | 18%
COc1ccc(/C=N/NS(=O)(=O)c2ccccc2)cc1OC | 0%
COC(=O)c1ccc(Cl)cc1NC(=O)N1CCC(CN2CCCC2)CC1 | ?
COc1ccc(CCNC(=O)c2c(C)noc2C)cc1 | -24%
COc1ccc2[nH]c(=O)c(CN(C(=O)c3cccnc3)c3ccc(C)cc3C)cc2c1 | ?
Cc1ccc2[nH]c(=O)c(CN(C(=O)c3cccc(Cl)c3)C(C)(C)C)cc2c1 | -13%
COc1cccc(C(CC(=O)NCc2ccc3c(c2)OCO3)c2c[nH]c3ccccc23)c1OC (centres undefined) | -12%
CCCOc1ccc(CNC(=O)[C@H]2CCC[C@H]2NC(=O)c2ccncc2)cc1 | 7%

# Further records follow.
smiles | KDM5B inh
CCOc1cccc(C2c3[nH]c4ccccc4c3CCN2C(=O)CSc2ccccc2)c1 (centres undefined) | -27%
CCOC(=O)c1cc(NC(=O)C(c2ccccc2)c2ccccc2)ccc1N1CCOCC1 | ?
O=C(c1ccc2c(c1)OCO2)N1CCC2(CC1)COc1ccccc1NC2=O | -7%
O=C(O)CNC(=O)/C=C/c1cccc(C(F)(F)F)c1 | 31%
COc1ccc(CNC(=O)CCc2nnc3n(CC(C)C)c(=O)c4ccccc4n23)cc1 | -17%
CC(=O)c1cccc(NC(=O)Cn2c(-c3ccc(F)cc3)nc(C)cc2=O)c1 | -16%
COc1ccc(-n2nc(C3CCCN(C(=O)Cc4ccc(F)cc4)C3)[nH]c2=O)cc1 (centres undefined) | -10%
O=C(Nc1nccs1)c1csc(NC2CC2)n1 | -1%
CC(=O)Nc1cccc(NC(=O)c2nccnc2-c2nc3ccccc3s2)c1 | -12%
CCc1ccc(CCC(=O)NNc2cccc(Cl)c2)cc1 | -1%
COc1cccc2cc(C(=O)OCC(=O)NCc3ccc4c(c3)OCO4)c(=O)oc12 | -18%
O=C(c1nc(-c2cccc(C(F)(F)F)c2)c2ccccn12)N1CCN(c2ncccn2)CC1 | 25µM*
Cc1cc(C(=O)N[C@@H]2CCC[C@@H](C(=O)N3CCN(C)CC3)CC(=O)N(C)C2)nn1C | 6%[86.2 µM]
COc1ccccc1Oc1c(C)oc2cc(OCC(=O)Nc3ccc(C)cc3C)ccc2c1=O | 8%
Cc1ccc(S(=O)(=O)Cc2noc([C@@H]3C[C@@H](O)CN3Cc3cccs3)n2)cc1 | -30%[86.2 µM]
COc1ccc(-c2ccc3ncc(Nc4cc(F)ccc4OC)n3n2)cn1 | -24%[86.2 µM]
Cc1csc(CNC(=O)c2cnc3ccccc3n2)n1 | 16%
Cc1ccc(C)c(OC(=O)CSc2nnc(CNC(=O)c3ccccc3)o2)c1 | 8%
O=C1CCCN1Cc1nc(-c2ccc(F)cc2)no1 | -17%
Cn1ccc2c(C(=O)NCc3cccnc3)nc(-c3ccc(CO)cc3)cc21 | i
Cc1cc(=O)n(CC(=O)Nc2cccc(C#N)c2)c(-c2ccc(F)cc2)n1 | -13%
COc1ccc(CC(=O)NC(C)C2CC3CCC2C3)cc1OC (centres undefined) | -12%
Cc1ccc(N2CCN(C(=O)c3cc4cc([N+](=O)[O-])ccc4oc3=O)CC2)cc1C | 9%
O=C(C1CCCC1)N1CCC2(CC1)CC(=O)N(c1ccccc1)c1ccccc1O2 | -4%
COC(=O)[C@@H]1Cc2nc[nH]c2CN1Cc1ccc(C(=O)O)cc1 | 40µM*
Cc1ccc(C(=O)NCC2CCCCC(=O)N2)cn1 (centres undefined) | -16%
Cc1ccc(Cl)cc1N1CCN(c2cc(C3CC(O)C3)ncn2)CC1 (centres undefined) | 30%[activator]
CCc1ccc(NC(=O)Cn2nnc(C(=O)Nc3cc(C)ccc3OC)c2N)cc1 | ?
COc1ccc(CN2C(=O)N(c3cccc(C)c3)C(=O)C2CC(=O)Nc2ccc(F)cc2)cc1OC (centres undefined) | 7%
Cc1cc(C)n2c(nc3ccccc32)c1C(=O)NN | ?
CC1CCN(Cc2c(C(=O)N/N=C/c3ccc(C(F)(F)F)cc3)nnn2-c2nonc2N)CC1 | 8%
CC1CCN(c2nnc(-n3cccc3CNc3cccc(F)c3)s2)CC1 | -20%
O=C(c1cccc(-n2cccc2)c1)N1CCN(S(=O)(=O)c2ccccc2Br)CC1 | -10%
CC(C)c1cccc(C(C)C)c1NC(=O)CCn1cnc2c1c(=O)n(C)c(=O)n2C | 29%
COC(=O)CCC(C#N)(CCC(=O)OC)c1ccc(OC)c(OC)c1 | 23%
CC(=O)c1cccc(NC(=O)C2(c3ccc(C)cc3)CCCC2)c1 | -13%
CC1=C[C@@H](CN2CCOCC2)[C@H](C(C)C)C[C@H]1Cc1nnc(C)o1 | -5%[86.2 µM]
O=C(Cn1cccc1-c1nc(-c2ccc3c(c2)OCO3)no1)N1CCCc2ccccc21 | 32µM*
COc1ccc(C)cc1NC(=O)N1c2ccccc2CC1c1nc(C2CC2)no1 (centres undefined) | -31%
Cc1cc(Nc2cccc(Cl)c2)nc2ccc(NC(=O)C3CCCCC3)cc12 | ?
Cc1nn(CC(=O)Nc2ccccc2)c(=O)c2ccccc12 | ?
Cc1cc(C)n(C2CCN(c3ncnc4c3c(C)nn4C)C2)n1 (centres undefined) | -13%
Cn1cc(C(=O)NCCNC(=O)C2CCCCC2)c2ccccc21 | 2%
CN1Cc2nnn(CC3CCCCC3)c2-c2ccccc2S1(=O)=O | 26%
COc1ccccc1CNC(=O)c1c[nH]c2ccc(S(=O)(=O)Nc3cc(C)cc(C)c3)cc2c1=O | ?
COc1cccc(S(=O)(=O)N2CCC(n3cnnc3C(C)C)CC2)c1 | 5%
COC1CCOC2(CCN(C(=O)c3cc(C)nn3C)CC2)C1 (centres undefined) | 26%
CN1CCN(C(=S)NC(=O)c2ccc(Br)cc2)CC1 | -5%
COC(=O)CCC1(C(=O)OC)c2ccccc2-c2ccccc21 | 18%
COc1cccc(NC(=O)C2CCCN(S(=O)(=O)c3ccc4[nH]c(=O)ccc4c3)C2)c1 (centres undefined) | 0%

# High-throughput results: PubChem, National Center for Advancing Translational Sciences (NCATS)
